RT RNaseH block: blocks HIV-1 RNase H cleavage of RNA/DNA duplex; P04585; RT-RNase H RNA/DNA duplex cleavage, fluorescence; inhibition, % at 10 µM; actives 1.9% (n = 65,000); AID 565; in the data active = inhibition above about 50%
RmlC RmlD mix: RmlC/RmlD inhibition, mixture screen; inhibition, % at 5.5 µM; RmlC/RmlD coupled enzyme inhibition, 384-well mixture HTS; actives 0.39% (n = 110,000); in the data active = inhibition above about 30%, passing the limit was not always enough; inconclusive = no clear call, values can overlap the other calls; note: strong numbers were not always called active
The depositor's hits bear a star; ? = inconclusive; nt = not tested or not shown. Not all compounds are listed; count on the stated rates, not on these rows.

SMILES	RT RNaseH block	RmlC RmlD mix
CN(C)C(CNc1nnnn1-c1ccccc1)c1ccco1 (stereo unspecified)	10.6	61.6
CCN(CC)CCNC(=O)CCc1nn(C)c(=O)c2ccccc12	-1.4	-7.4
CCOC(=O)C(C(=O)OCC)N(C#N)c1nc(C)cc(C)n1	nt	-8.8
CCN(CC)S(=O)(=O)c1ccc(Cl)c(C(=O)Oc2cccnc2)c1	-5.3	7.1
CCOC(=O)c1c2c(n(C)c1COC)C(=O)C(=O)c1ccc(Br)cc1-2	nt	7.9
Cc1ccc(C)c(N(CC(=O)NC2CCCCC2)C(=O)CCC(=O)Nc2ccccn2)c1	-4.2	nt
COc1cccc(CSc2nc3ccccc3cc2C=O)c1	nt	2.7
C=CCSC1=C(C#N)C(c2ccccc2C)CC(=O)N1 (stereo unspecified)	4.5	11.3
CC1CCN(C(=O)CCNC(=O)Cn2cnc3sc4c(c3c2=O)CCCC4)CC1	nt	-13.8
Cc1ccc(C)c2[nH]c(=O)c(CCNC(=O)CC(C)C)cc12	-4.3	3.0
O=c1cc(Nc2ccc3c(c2)OCCO3)[nH]c(=O)n1Cc1ccc(F)cc1	-2.3	9.2
COC(=O)CCN(C)CCC(=O)OC	-16.8	17.9
COc1cc(NC(=O)c2nccnc2C(=O)O)cc(OC)c1	-7.5	7.0
CC(NS(=O)(=O)c1ccc(Cl)cc1)C(c1cccs1)N1CCN(C)CC1 (stereo unspecified)	4.0	7.6
OC(COc1ccc2ccccc2c1)Cn1cncn1 (stereo unspecified)	nt	-9.2
CCc1c(-c2ccccc2)nc(N)c(C#N)c1-c1cccs1	nt	9.0
CCCCn1ccnc1C(=O)c1cccc(S(=O)(=O)N2CC(C)CC(C)C2)c1 (stereo unspecified)	nt	-2.7
COc1ccc(NC(=O)NC(C(F)(F)F)C(F)(F)F)cc1	-5.9	-0.7
O=C(COc1ccccc1)Nc1nc(-c2cccs2)cs1	-26.3	-70.6
Cc1nn2cnc3sc4c(c3c2nc1=O)CCCC4	-3.3	nt
Cc1csc(NC(=O)C2CCCN2C(=O)Oc2ccccc2)n1 (stereo unspecified)	-18.8	6.4
O=C1NC2(CCCCC2)C(=O)N1CCS(=O)(=O)Oc1ccccc1	nt	5.5
Clc1ccc(CSc2nnnn2-c2ccc3c(c2)OCO3)c(Cl)c1	nt	-6.9
O=C(NCC1CCCO1)c1cc2n(n1)C(C(F)(F)F)CC(c1ccc(F)cc1)N2 (stereo unspecified)	-9.6	1.1
Oc1ccc(Cl)cc1/C=N/c1nc2ccccc2[nH]1	4.5	-28.1

(further entries)
SMILES	RT RNaseH block	RmlC RmlD mix
O=C1CC(N2CCC(O)CC2)C(=O)N1c1ccc(Br)cc1 (stereo unspecified)	2.8	5.7
Cn1c(SCc2ccccc2)nnc1-c1c[nH]c2ccccc12	nt	5.0
Cc1ccc(C(=O)N2CCN(c3ccc(NC(=S)NC(=O)Cc4ccccc4)cc3)CC2)cc1	nt	5.6
CCc1ccc(C2C(C(=O)O)c3ccccc3C(=O)N2C)cc1 (stereo unspecified)	nt	1.6
O=[N+]([O-])c1ccc(N2CCN(Cc3ccccc3)CC2)c(S(=O)(=O)N2CCOCC2)c1	nt	?
CCCCOC(=O)CSc1nc2c(c(=O)[nH]c(=O)n2C)n1C/C=C(\C)Cl	14.4	-5.8
O=C(c1cnn2c(C(F)(F)F)cc(-c3ccc4c(c3)OCO4)nc12)N1CCCCC1	-15.6	36.4
O=C(NCc1ccco1)c1ccc(CS(=O)(=O)Cc2ccc(F)cc2)o1	-13.9	8.6
S=C(NCCC(c1ccccc1)c1ccccc1)Nc1ccc(Cl)cc1	nt	-0.6
CCN(CCCNC(=O)CC(C(=O)N1CCc2ccccc21)n1ccnc1)c1ccccc1 (stereo unspecified)	17.4	-14.8
Cn1c(=N)c(S(=O)(=O)c2ccc(F)cc2)cc2c(=O)n3ccccc3nc21	-5.1	6.7
Cn1c(NC(=O)C2CC2)cc(=O)n(C)c1=O	1.1	1.2
N=c1n(Cc2ccccc2)c2ccccc2n1CC(O)c1ccccc1 (stereo unspecified)	4.0	-13.1
O=C(NCCc1ccccc1)c1ncn[nH]1	-3.4	-6.8
CCCC(=O)N1CCN(c2ccc(NC(=O)c3sc4ccccc4c3Cl)cc2)CC1	nt	-6.4
COCCNC(=O)c1onc(CSc2ccccc2C)c1C(=O)O	nt	14.6
COc1ccc(C2(O)CCN(CC(=O)Nc3nccs3)CC2)c(OC)c1	1.5	-1.1
COc1cccc(S(=O)(=O)Nc2ccc(C(=O)N3CCN(C(=O)c4ccco4)CC3)cc2)c1	-1.1	5.2
O=C(NCCCN1CCCC1=O)Nc1ccc(Cl)cc1	-7.6	4.9
COc1ccc(S(=O)(=O)N2CC(C(=O)O)Oc3ccc(CC(=O)O)cc32)cc1 (stereo unspecified)	nt	9.8
O=C(c1oc(=O)c2ccccc2c1-c1ccccc1)N1CCOCC1	-8.3	-3.7
COc1cccc(C2/C(=C(/O)c3ccc(C)cc3)C(=O)C(=O)N2Cc2ccco2)c1 (stereo unspecified)	12.3	nt
CCCC(C(=O)Nc1nccs1)c1ccccc1 (stereo unspecified)	nt	7.8
COc1ccc(C(=O)NCc2nnc(SCC(=O)N3CCCCC3)o2)cc1OC	2.1	-2.4
COC(=O)CCC(=O)OC1(C)C(=O)C=C2C=C(C3CC3)N(Cc3ccco3)C=C2C1=O (stereo unspecified)	nt	10.5

Of the compounds above, 8 contain a Cl atom.
SMILES	RT RNaseH block	RmlC RmlD mix
CCN(CC)S(=O)(=O)c1ccc(Cl)c(C(=O)Oc2cccnc2)c1	-5.3	7.1
CC(NS(=O)(=O)c1ccc(Cl)cc1)C(c1cccs1)N1CCN(C)CC1 (stereo unspecified)	4.0	7.6
Clc1ccc(CSc2nnnn2-c2ccc3c(c2)OCO3)c(Cl)c1	nt	-6.9
Oc1ccc(Cl)cc1/C=N/c1nc2ccccc2[nH]1	4.5	-28.1
CCCCOC(=O)CSc1nc2c(c(=O)[nH]c(=O)n2C)n1C/C=C(\C)Cl	14.4	-5.8
S=C(NCCC(c1ccccc1)c1ccccc1)Nc1ccc(Cl)cc1	nt	-0.6
CCCC(=O)N1CCN(c2ccc(NC(=O)c3sc4ccccc4c3Cl)cc2)CC1	nt	-6.4
O=C(NCCCN1CCCC1=O)Nc1ccc(Cl)cc1	-7.6	4.9

New compounds follow
SMILES	RT RNaseH block	RmlC RmlD mix
O=C(Cn1ccc2ccccc2c1=O)NCCC(=O)N1CCN(C2CCCCC2)CC1	-7.8	3.6
CC1(C)c2ccccc2N2CC(=O)N(CC(N)=O)C21C (stereo unspecified)	1.8	-11.3
Cc1cc(C)n(C(=O)c2nn(C)c(C)c2[N+](=O)[O-])n1	nt	15.5
N#CC(C(=O)c1ccco1)c1ccccn1 (stereo unspecified)	-12.0	18.6
CCCC(=O)Nc1ccc(NC(=O)c2ccco2)c(OC)c1	1.7	5.8
COC(=O)/C(=C/Nc1ccccc1)[N+](=O)[O-]	nt	5.3
CCCCCCOC(=O)C[N+](C)(C)CCOC1CC2CCC1(C)C2(C)C (stereo unspecified)	nt	4.9
CCOC(=O)c1cc(-c2cc3ccccc3o2)nc2c1c(=O)[nH]c(=O)n2CCOC	3.4	-44.4
CCCNC(=O)Cn1cnc2sc(C(=O)NCCN(CC)CC)c(C)c2c1=O	-2.7	-10.3
Nc1c(Cl)cc(Cl)cc1C(=O)OCC(=O)N1CCCC1	nt	8.2
O=C(O)C1CCCCC1C(=O)Nc1ccc(Cl)cc1Cl (stereo unspecified)	3.8	6.0
N/C(=N\N=C/c1ccc(-c2ccc(O)c(C(=O)O)c2)o1)N[N+](=O)[O-]	nt	-6.5
NC(=O)C1CCN(c2nnnn2-c2ccccc2)CC1	nt	2.9
Cn1nc(CC(=O)Nc2cccnc2N2CCOCC2)c2ccccc2c1=O	1.2	-15.0
COc1cc2c(cc1OC)CN(C(=O)NS(=O)(=O)c1ccc(C)cc1)CC2	1.2	-8.5
NC(=O)c1ccccc1OCC(=O)NS(=O)(=O)c1ccc(Cl)cc1	nt	-16.8
COc1ncnc2sc3c(c12)CCCC3	-68.0	2.7
CC1CCCCC1NC(=O)C1CCN(S(=O)(=O)c2cccc3nsnc23)CC1 (stereo unspecified)	nt	4.6
O=C(Oc1cccc2c(O)cccc12)c1ccccc1	-28.1	-7.5
CC(C)CNC(=O)CCc1c[nH]c2ccccc12	nt	-11.8
CC(O)C1CCC2C3CC[C@H]4CC(O)CCC4(C)C3CC3(OCCO3)C12C (stereo partly specified)	nt	2.9
Cc1ccc2nc(SCc3nnc(-c4ccccc4)o3)[nH]c2c1	nt	-10.3
Cc1nc(NC(=O)CSc2nc3cccnc3n2Cc2ccccc2)sc1C	-0.7	-7.9
COc1ccc(CCNS(=O)(=O)c2ccc3c(c2)CCN3C(=O)C2CC2)cc1OC	-5.7	1.4
O=C(Nc1nc(-c2ccc(Cl)s2)cs1)c1ccncc1	6.2	-1.4

4 of these compounds, reformatted:
| canonical_smiles | RT RNaseH block | RmlC RmlD mix |
| --- | --- | --- |
| CCCNC(=O)Cn1cnc2sc(C(=O)NCCN(CC)CC)c(C)c2c1=O | -2.7 | -10.3 |
| NC(=O)C1CCN(c2nnnn2-c2ccccc2)CC1 | nt | 2.9 |
| COc1ncnc2sc3c(c12)CCCC3 | -68.0 | 2.7 |
| Cc1ccc2nc(SCc3nnc(-c4ccccc4)o3)[nH]c2c1 | nt | -10.3 |

Next structures follow.
SMILES	RT RNaseH block	RmlC RmlD mix
CC(C)(C)n1nnnc1C(c1cccnc1)N1CCN(c2ccccc2)CC1 (stereo unspecified)	nt	6.3
Cc1ccccc1NC(=O)CSc1nnc(-c2ccoc2C)n1CCc1ccccc1	-10.8	-9.4
CCC(=O)c1coc2ccc(O)cc12	nt	-7.7
Cc1ccc(C(=O)C2=C(O)C(=O)N(Cc3ccccc3)C2c2cccnc2)o1 (stereo unspecified)	-4.5	-8.0
COC(=O)c1ccc(Nc2nc(C)cc(=O)[nH]2)cc1	-9.5	-7.1
CC(C)N(Cc1nc(-c2ccc(Cl)cc2)no1)C(=O)CN(C)S(=O)(=O)c1ccc(Cl)cc1	9.6	30.0
CC(C)N1C(=O)c2ccc(C(=O)O)cc2C1=O	-16.4	5.3
COCCNC(=O)C(c1ccc(Cl)cc1)N(C(=O)CCC(=O)Nc1ccccn1)C1CCCC1 (stereo unspecified)	-12.0	nt
Cc1ccc(C2=NN3C(C(=O)c4ccccc4)Oc4ccccc4C3C2)cc1 (stereo unspecified)	nt	-7.3
CC(C)Cc1nc(SCC(=O)Nc2ccc(S(N)(=O)=O)cc2)n[nH]1	nt	4.0
CCCC(=O)NC1C2CC3CC(C2)CC1C3 (stereo unspecified)	0.0	2.7
O=C(Nc1ccccc1)C1=C(N2CCOCC2)/C(=C/c2cccnc2)CC1	-5.1	-4.9
Cc1cc(C(=O)CSc2nc3ccc(Cl)cc3[nH]2)c(C)n1C	-20.7	-3.8
O=c1[nH]c(N/N=C/c2ccccc2)nc2ccccc12	nt	8.5
CCCNC(=O)C(Cc1ccccc1)NS(=O)(=O)c1ccc2c(c1)c(=O)n(C)c(=O)n2C (stereo unspecified)	nt	7.1
O=C(c1csc2c1CCCCC2)N1CCN(c2ncccn2)CC1	-4.5	14.4
CCCCC1=CC2=CC(=O)C(C)(OC(=O)CC)C(=O)C2=CN1c1ccccc1 (stereo unspecified)	nt	-9.8
CC(C)(C)OC(=O)NCCCC[C@H](NC(=O)c1nc[nH]c1C(=O)NC1CCN(C(=O)OC(C)(C)C)CC1)C(=O)OC(C)(C)C	nt	-13.9
Cc1ccc(NC(=O)CSc2nc3nc(C)cc(C)c3c(=O)[nH]2)cc1	-19.2	-14.5
CCOC(=O)C1=C(C)N(CCCC(=O)O)C(=O)NC1c1ccc2ccccc2c1 (stereo unspecified)	nt	-0.5
CCCOc1cc(C)c(S(=O)(=O)NCCOC)cc1C	-14.8	-10.0
CCCOc1ccc(NC(=O)C2CC(=O)N3CCCN=C3S2)cc1 (stereo unspecified)	6.2	-7.6
